Assay outcomes: PubChem BioAssay, several laboratories
IDE inh = inhibits human insulin-degrading enzyme in HEK cells. P14735. FAbetaB cleavage, fluorescence polarization. inhibition, % at 5.59 µM. hit rate 0.41% among 320,000. AID 434962;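 active = percent inhibition above the average of all tested compounds plus 3 SD, set per screening campaign, cut at about 16% in these data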;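 also: IDE supplied by intact live HEK cells; FP after avidin binding of uncleaved biotin substrate so inhibition keeps polarization high; 0% = DMSO wells and 100% = 60 µM reference IDE inhibitor Ii1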
Target sequence (P14735 whole entry, looked up): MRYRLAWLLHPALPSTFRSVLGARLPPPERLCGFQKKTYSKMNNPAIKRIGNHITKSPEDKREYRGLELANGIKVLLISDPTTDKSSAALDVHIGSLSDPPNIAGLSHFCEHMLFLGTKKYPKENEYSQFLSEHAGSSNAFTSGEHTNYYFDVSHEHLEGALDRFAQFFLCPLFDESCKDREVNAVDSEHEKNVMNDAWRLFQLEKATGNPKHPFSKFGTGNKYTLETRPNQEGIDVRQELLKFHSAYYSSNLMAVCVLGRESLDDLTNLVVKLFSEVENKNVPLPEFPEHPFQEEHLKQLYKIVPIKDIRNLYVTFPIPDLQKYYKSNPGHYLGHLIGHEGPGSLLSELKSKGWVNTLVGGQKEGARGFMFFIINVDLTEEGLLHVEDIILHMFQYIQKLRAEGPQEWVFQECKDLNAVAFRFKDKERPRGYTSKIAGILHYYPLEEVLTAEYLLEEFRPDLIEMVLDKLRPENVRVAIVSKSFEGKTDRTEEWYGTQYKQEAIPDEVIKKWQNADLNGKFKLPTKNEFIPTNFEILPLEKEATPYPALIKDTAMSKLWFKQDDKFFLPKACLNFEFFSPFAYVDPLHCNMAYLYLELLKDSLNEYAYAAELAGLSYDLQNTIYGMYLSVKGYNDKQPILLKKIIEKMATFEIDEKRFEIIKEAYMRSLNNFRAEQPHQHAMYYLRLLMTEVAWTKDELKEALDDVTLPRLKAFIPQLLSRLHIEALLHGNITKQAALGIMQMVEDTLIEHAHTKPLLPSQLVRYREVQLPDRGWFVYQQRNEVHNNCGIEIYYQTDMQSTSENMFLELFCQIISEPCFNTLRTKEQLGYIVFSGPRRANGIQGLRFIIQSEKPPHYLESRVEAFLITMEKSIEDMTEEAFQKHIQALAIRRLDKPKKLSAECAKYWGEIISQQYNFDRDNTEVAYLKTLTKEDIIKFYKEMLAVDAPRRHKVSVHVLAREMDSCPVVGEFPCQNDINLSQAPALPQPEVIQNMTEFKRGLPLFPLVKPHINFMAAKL
p-CIP stab down = p/CIP protein destabilization; decrease of EGFP signal, % at 10 µM; Q05BA5; hit rate 0.01% among 290,000; F442A p/CIP-EGFP cells, EGFP fluorescence, 16 h;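 active = EGFP signal decrease of at least 30% at 10 µM or well 3 SD below plate mean, unless failing retest; inactive = the rest, including hits failing retest or dose response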; also: some compounds called inactive have numbers as strong as hits; many of its hits are not listed in these tables
VIM-2 inh = inhibitors of Pseudomonas aeruginosa VIM-2 metallo-beta-lactamase; purified VIM-2, nitrocefin hydrolysis, epi-absorbance fluorescence; inhibition, % at 5.6 µM; hit rate 0.89% among 290,000;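 active = inhibition above the mean of all tested compounds plus 3 SD, cutoff set per screening run, cut at about 7.5% in these data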;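 also: red hydrolysis product quenches plate fluorescence so inhibitors raise well fluorescence; 0% = enzyme with DMSO and 100% = DMSO without enzyme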
SUMO HTRF inh = SUMOylation inhibition. hit rate 0.36% among 290,000. HTRF SUMOylation assay, SAE1/SAE2 + UBC9, in vitro. inhibition, % at 35 µM. P63279. AID 2006; in the data active = inhibition above about 50%, passing the limit was not always enough; also: strong numbers were not always called active
DNA FID counter = fluorescent intercalator displacement, NS3 helicase counter-screen; AID 1845; DNA fluorescent intercalator displacement, fluorescence; hit rate 0.17% among 290,000; inhibition, % at 7.9 µM; in the data active = inhibition above about 37%;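 also: 0% = vehicle and 100% = reference compound; higher means more ethidium bromide displaced from hairpin DNA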
IMP-1 inh = inhibitors of Pseudomonas aeruginosa IMP-1 metallo-beta-lactamase | purified IMP-1, nitrocefin hydrolysis, epi-absorbance fluorescence | inhibition, % at 5.6 µM | hit rate 0.45% among 290,000 | AID 1556;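 active = inhibition above the mean plus 3 SD of all compounds in the same screening run, cut at about 4.5% in these data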;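 also: 0% = IMP-1 with DMSO and 100% = DMSO wells lacking enzyme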
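System: Purified IMP-1 | Read-out basis: Percent enzyme inhibition | Controls: IMP-1 with DMSO as 0%, enzyme-free DMSO as 100% | Replicates: One well per compound | Doses: 5.6 µM nominal single concentration | Detection: Epi-absorbance fluorescence, 480 nm excitation, 530 nm emission | Incubation: 25 °C, 15 min preincubation, 25 min reaction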
IDE cell activ = boosts human insulin-degrading enzyme activity in HEK cells; FAbeta-B cleavage, fluorescence polarization; 0% vehicle, 100% cell-free pure enzyme wells; hit rate 0.073% among 340,000; P14735; AID 493087; activation, % at 5.96 µM;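 active = activation above the mean of all tested compounds plus 3 SD, set per screening campaign, cut at about 17% in these data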
PfM18AAP inh = blocks P. falciparum M18 aspartyl aminopeptidase | recombinant PfM18AAP, H-Glu-NHMec fluorogenic cleavage | inhibition, % at 7.35 µM | AID 1822 | hit rate 1.2% among 290,000;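 active = inhibition above the campaign mean inhibition over all tested compounds plus 3 SD, cut at about 28% in these data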;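 also: 0% = plate median of test compound wells and 100% = 2 mM ZnCl2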
NS3 helicase inh = inhibitors of Hepatitis C virus NS3 helicase. NS3 helicase DNA unwinding, Cy5 molecular beacon fluorescence. inhibition, % at 10.9 µM. hit rate 0.56% among 290,000;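 active = inhibition above the mean of all tested compounds plus 3 SD, set per campaign, cut at about 35% in these data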;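 also: 0% = DMSO wells and 100% = thioflavine S control wells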
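System: Hepatitis C virus NS3 helicase domain fragment enzyme | Reagent: Annealed dual-labelled DNA beacon duplex, ATP-started | Compound dosing: 10.9 µM single point, 0.8% DMSO | Incubation: 1 h reaction at 25 °C, ATP-initiated | Technique: Cy5 fluorescence | Evaluation: Percent inhibition from t60/t0 fluorescence ratio | Benchmarks: Low DMSO, high thioflavine S at 110 µM | Replication: Singlicate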
* hit, by the source's call; x = no result given.

SMILES	IDE inh	p-CIP stab down	VIM-2 inh	SUMO HTRF inh	DNA FID counter	IMP-1 inh	IDE cell activ	PfM18AAP inh	NS3 helicase inh
CN1CCN(C(=O)c2ccc3c(c2)N(Cc2ccccc2F)C(=O)c2ccccc2S3=O)CC1 (configuration not stated)	3	4	-4.0	-7	1	-1.8	-3	3	-15
CSCCC(=O)N1CCCC(N2CCN(c3cccc(C(F)(F)F)c3)CC2)C1 (configuration not stated)	-1	0	-0.7	4	-24	-3.8	4	-1	-9
COc1ccc(C)cc1NS(=O)(=O)c1ccc2c(c1)oc(=O)n2C	0	-12	-1.9	4	-2	-3.3	2	1	-1
O=C(Nc1ccccc1)c1ccc(Br)c(S(=O)(=O)Nc2ccccn2)c1	2	-1	-4.8	10	-18	-3.2	4	2	8
CCn1c(SCC(=O)c2cccs2)nnc1-c1ccco1	-3	-22	-1.2	19	-6	-2.1	-5	-13	5
Cc1ccc(NC(=O)c2cc(-c3cccs3)on2)cc1	3	-9	-1.2	18	-6	1.1	2	-8	2
COCCCNC(=S)NC1CC2CCCC(C1)N2Cc1ccco1 (configuration not stated)	1	-6	0.8	16	1	-1.6	0	-3	4
CCC(C(=O)NC1CCCC1)N(Cc1ccco1)C(=O)CNS(=O)(=O)c1ccccc1 (configuration not stated)	-4	-7	-2.2	-9	-28	-2.7	1	0	4
COc1nnc(OC)c2ccccc12	-3	2	-0.9	-10	-9	-3.8	-9	5	9
CS(=O)(=O)N(CC(N)=O)c1cccc(Br)c1	-6	-2	-0.9	3	-4	-2.5	5	0	-1
COc1cccc(Cn2c(=S)[nH]c3ccc(N4CCOCC4)cc3c2=O)c1	4	-1	-5.2	10	-6	-3.5	4	10	8
O=C(C1CCC(=O)N1Cc1cccnc1)N1CCN(c2ccc(F)cc2)CC1 (configuration not stated)	-3	-10	-4.1	0	-4	-2.3	3	-1	0
CCCS(=O)(=O)NCCc1cc2c(OC)ccc(OC)c2[nH]c1=O	6	5	-1.5	9	-13	-2.5	7	6	3
CCC(=O)Nc1ccc(NC(=S)NC(=O)c2oc3ccccc3c2C)cc1	1	-12	-1.7	-8	0	-0.8	2	0	-1
CCN(CC)S(=O)(=O)c1cccc(-c2nnc(SCC(=O)c3cc(C)n(C)c3C)o2)c1	1	-10	0.0	-2	3	-1.6	5	9	3
COc1cccc(OC)c1OCCCCN1CCCC1	-1	-2	-2.7	2	6	-4.8	2	11	-4
CCOc1c(Cl)cc(CNc2ccc(S(N)(=O)=O)cc2)cc1OC	-2	-23	-0.3	-21	-19	-1.2	7	0	-46
NC(=O)CC(NC(=O)Cc1ccc(Cl)cc1)c1ccc(NC2CC3CCC2C3)c([N+](=O)[O-])c1 (configuration not stated)	-1	13	1.4	-13	-16	-1.3	3	-4	-22
O=C(Nc1nc2ccccc2n1CCN1CCCCC1)c1ccco1	6	4	-3.5	10	2	-3.1	-5	-2	3
CCN1CCN(c2ccc(NC(=O)c3ccc4c(c3)[nH]c(=O)n4Cc3ccc(OC)cc3)cc2)CC1	2	-12	11*	25	10	-2.3	-7	-3	-71

Rewritten bar-delimited: four of the compounds above.
mol | IDE inh | p-CIP stab down | VIM-2 inh | SUMO HTRF inh | DNA FID counter | IMP-1 inh | IDE cell activ | PfM18AAP inh | NS3 helicase inh
CCCS(=O)(=O)NCCc1cc2c(OC)ccc(OC)c2[nH]c1=O | 6 | 5 | -1.5 | 9 | -13 | -2.5 | 7 | 6 | 3
CCC(=O)Nc1ccc(NC(=S)NC(=O)c2oc3ccccc3c2C)cc1 | 1 | -12 | -1.7 | -8 | 0 | -0.8 | 2 | 0 | -1
CCN(CC)S(=O)(=O)c1cccc(-c2nnc(SCC(=O)c3cc(C)n(C)c3C)o2)c1 | 1 | -10 | 0.0 | -2 | 3 | -1.6 | 5 | 9 | 3
COc1cccc(OC)c1OCCCCN1CCCC1 | -1 | -2 | -2.7 | 2 | 6 | -4.8 | 2 | 11 | -4

(more compounds)
SMILES	IDE inh	p-CIP stab down	VIM-2 inh	SUMO HTRF inh	DNA FID counter	IMP-1 inh	IDE cell activ	PfM18AAP inh	NS3 helicase inh
Cc1cc(NC(=O)CCCC(=O)N(CC(=O)NC2CCCCC2)c2ccccc2)no1	-9	-21	2.1	0	-29	0.7	3	-21	-1
FC(F)(F)c1cnc(N2CCN(C(=S)NCc3ccccc3)CC2)c(Cl)c1	8	-6	0.2	16	-22	0.5	4	-10	14
Cc1ccccc1Nc1ccc2nonc2c1[N+](=O)[O-]	x	-5	0.1	6	3	-2.4	4	-4	6
CCOC(=O)c1nnc(-c2ccccc2)nc1NCc1ccc(Cl)cc1	-3	-7	-4.5	-42	-5	-2.2	3	7	4
CCCC(=O)Nc1ccc2oc(-c3cncc(Br)c3)nc2c1	4	-2	1.0	52*	-1	-1.5	1	-7	3
Cc1cc(C)c(C(=O)NC2CC(C)(C)Cc3c2cnn3-c2cccc(F)c2)[nH]1 (configuration not stated)	x	-1	-0.7	0	-25	-0.8	1	-1	-10
O=[N+]([O-])c1ccc2nc(N3CCCC3)sc2c1	0	-5	0.9	-2	0	-0.6	0	-1	1
CCOC(=O)c1cnc(SCC(=O)Nc2cccc(OC)c2)nc1N	-7	-21	-3.1	16	-11	-1.9	2	4	-1
CN(C)c1ccc2c3c(ccc(N(C)C)c13)C(=O)OC2	-2	1	-0.7	-1	4	-2.0	x	1	18
Cc1cc(C(=O)Nc2ccc3c(c2)OCO3)no1	3	10	-2.6	-11	-8	-3.3	-1	3	-2
Cc1ccccc1-n1nc2c(c1NC(=O)C1CCCC1)CS(=O)(=O)C2	11	-6	-8.7	-15	-10	-5.2	-2	-10	1
COc1ccc(CC(=O)OCC(=O)Nc2c(C)n(C)n(-c3ccccc3)c2=O)cc1	-1	5	2.1	0	-12	-0.9	7	1	-4
COc1ccccc1-c1nnc(NC(=O)CCS(=O)(=O)c2ccccc2)o1	2	-11	-1.1	11	-19	-0.9	-4	2	-9
CCNC(=O)CN(c1ccc(Cl)cc1)S(=O)(=O)c1ccccc1	1	-3	-2.9	20	-7	-1.8	7	-5	-4
Cn1ccc(C(=O)Oc2ccc(C(=O)Nc3ccc(F)cc3F)cc2)n1	1	-5	-0.8	-13	-6	-1.6	0	7	-5
COc1ccc(CN(C)C(=O)c2cccc(C(=O)N(C)Cc3ccc(OC)cc3)c2)cc1	3	-11	-3.8	12	-46	-2.6	4	5	1
CCn1c(SCC(=O)NC2CCCCC2)nnc1-c1cccnc1	0	7	-0.6	9	-3	-2.0	8	0	19
Cc1cc2cc(CNC(=O)CC(C)C)ccc2n1C	0	2	0.2	11	-14	-1.1	6	2	6
O=C(CSc1nc2c(sc3ccccc32)c(=O)n1Cc1ccco1)NCC1CCCO1 (configuration not stated)	5	-9	0.0	15	4	1.6	4	-11	3
C=CCn1c(=N)c(C(=O)NCCCOC)cc2c(=O)n3cc(C)ccc3nc21	3	-8	11*	6	3	-5.1	0	11	16
O=C(CN1C(=O)c2ccccc2C1=O)NNC1=NS(=O)(=O)c2ccccc21	-1	-2	-4.4	12	-9	-4.6	3	8	-12
Cc1ccccc1C(=O)NC1CC(C)(C)NC(C)(C)C1	-1	x	-1.9	x	0	0.0	-2	-5	3
Cc1cccc(C)c1-n1c(C)nn(CC2CC2)c1=O	2	-2	1.5	5	-4	1.4	2	-9	7
N#C/C(=C\c1ccc[nH]1)C(=O)Nc1ccccc1[N+](=O)[O-]	2	0	-3.3	18	13	-2.8	2	1	0
c1ccc2c(-n3cccn3)cccc2c1	5	-9	-3.0	18	2	-1.9	-4	-9	-4
N#Cc1ccc(CSc2ccccn2)c(Cl)c1	6	-16	-2.6	7	-7	-1.8	0	0	1
O=C(COc1cccc(-n2cnnn2)c1)NC1CCCCC1	-4	-15	-1.3	15	-1	-3.1	6	-8	10
Cc1oc(-c2ccc(Cl)cc2)nc1CN1CCC(C(=O)NCc2cccnc2)CC1	-5	-6	-2.6	-1	7	-3.5	3	1	-11
COC(=O)c1cc(OC)c(OC)cc1NC(=O)C1CCC(=O)N1S(=O)(=O)c1ccc(C)cc1 (configuration not stated)	-2	7	-0.9	13	-4	-2.4	1	-2	7
CCN(CC)C(=O)Cn1c(=O)n(-c2ccc(CC(=O)NCc3ccccc3)cc2)c(=O)c2sccc21	3	3	-2.9	3	-24	-2.3	3	3	-5
CCOc1cccc(Nc2ccc([N+](=O)[O-])cn2)c1	-4	2	-1.1	12	10	-2.6	6	-13	-5
CC(C(=O)N(C)c1ccccc1)N1CCN(C(=O)c2ccccc2)CC1 (configuration not stated)	-3	-11	1.4	4	-21	-1.5	-3	-12	5
CC(C)NC(=O)C(=O)NCCN1CCN(S(=O)(=O)c2ccc(Cl)cc2)CC1	6	-10	-3.3	-1	-7	-3.6	-3	-4	-1
Cc1nn(C)c(C(=O)N2CCc3ccccc32)c1Cl	3	6	0.5	14	-7	-4.2	-1	-3	5
CCOC(=O)c1sc(NC(=O)c2ccc(S(=O)(=O)N(C)C)cc2)cc1C	2	-2	-1.2	5	-4	-2.6	0	1	-2
COc1ccccc1Oc1c(C)oc2c(CN3CCOCC3)c(O)ccc2c1=O	-1	-11	-2.9	29	-13	-3.1	-3	4	4
Cc1cccc(C)c1-n1c(C)cc(/C=C2\NC(=O)NC2=O)c1C	9	-8	-0.7	-13	-25	0.0	0	5	-1
COCC(=O)N/N=C/c1ccc(Sc2nc3ccccc3s2)o1	6	0	-1.1	-10	-12	-2.7	-1	-1	0
COC(=O)c1cc(Br)c(=O)n(Cc2ccncc2)c1	1	-6	-1.0	4	-3	-2.1	2	-7	6
CCCc1cc(=O)oc2cc(OCC(=O)N3CCc4ccccc43)ccc12	2	-10	0.2	6	-6	-0.9	2	-8	-3
C=CCn1c(SCc2csc(C)n2)nc2sc3c(c2c1=O)CCCCC3	5	-12	-7.7	4	-9	-10	-5	3	-7
CC(=O)Nc1ccc(NC(=O)c2ccccc2N(C)S(C)(=O)=O)cc1	5	2	-1.0	4	1	-2.4	-2	1	2
COc1ccc(NC(=O)c2ccc(OC(F)F)cc2)cc1Cl	6	3	-0.6	2	2	0.2	-10	-13	-1
FC(F)(F)c1nnc2c(Sc3ccccc3)nc3ccccc3n12	8	7	1.4	9	-3	1.3	2	9	-8
CC(=O)OCCNc1cc(SCc2ccco2)c2nonc2c1[N+](=O)[O-]	-1	1	5.0	93	0	1.5	8	-6	47*
CN(C(=O)CC(NC(=O)c1ccccc1)(c1ccccc1)c1ccccc1)c1ccccc1	2	-8	0.8	-5	-32	-0.8	7	-3	-14
CSC(=S)N/N=C(\C)c1ccc(Br)cc1	3	2	-4.9	-28	6	-4.3	-2	1	4
COc1ccccc1CCNC(=O)C(=O)NCC1OCCN1S(=O)(=O)c1ccc(F)cc1 (configuration not stated)	0	1	0.4	-9	-20	1.2	4	13	2
O=C(NCc1ccccc1)c1cccc(NC(=O)c2ccco2)c1	0	-7	-1.1	-5	-5	-0.5	1	-3	-4
O=C(c1ccccc1)N(CCN1CCOCC1)C1(C(=O)Nc2ccccc2)CCCCC1	-3	-11	-2.6	-6	-7	-1.6	4	-12	5
